# Source: PubChem (National Center for Advancing Translational Sciences (NCATS))
# TSHR antag: human thyrotropin receptor antagonism; P16473; TSHR-expressing cells, TSH-stimulated cAMP HTRF, 2 h; stronger effect = lower value; activity change, negative = inhibition, % at 11.5 µM; 330,000 tested, 0.2% active; AID 504810;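 active = activity change below a set negative limit, meaning inhibition stronger than a set level, cut at about -70% in these data; inconclusive = activity change between two set negative limits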; also: % is scaled to controls: 0 for no effect and ±100 for the full control effect
#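 TSHR-expressing cells were treated with compounds, then stimulated with TSH at EC80 (4nM final) for 2 hours at 37 deg C. Cellular cAMP was measured by HTRF competition between lysate cAMP and cAMP-d2 for a cryptate-labelled anti-cAMP antibody.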
# Eya2 inh: blocks the phosphatase activity of human Eya2; O00167; recombinant Eya2, OMFP fluorescence dephosphorylation (OMFP is methylfluorescein phosphate); Potency, µM (doses to about 76.9 µM), inactives show at the top dose activity, negative = inhibition, most hits filed as inhibitors; 330,000 tested, 0.006% active; AID 488837; also: potency is read from the fitted curve at half-maximal effect; % is scaled to controls: 0 for no effect and ±100 for the full control effect
#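 Eya2 (0.2 uM) preincubated 10 min at ambient with compound, then OMFP substrate added at 50 uM; 10 min reaction in 50 mM HEPES pH 7.5, 50 mM NaCl, 5 uM MgCl2, 0.05% BSA, 1 mM DTT. Fluorescence read at Ex 485/Em 525 nm.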
# A-T KAP1 phos: potential ataxia-telangiectasia treatment. […] A-T fibroblasts, KAP-1 phosphorylation AlphaLISA; neocarzinostatin DNA damage 30 min before lysis. Potency, µM (titrated, usually from 57.5 µM), without a hit: at the highest dose activation, hits mostly activators. 320,000 tested, 0.19% active. AID 485349; also: potency is read from the fitted curve at half-maximal effect; % of control where 0% means no effect; nearly all actives have a fitted effect of over 45% in size
#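 ATM-like activity read as KAP-1 phosphorylation via AlphaLISA donor/acceptor antibody pairs after lysis and 6 hr at 25C. Cells were ATM-null patient fibroblasts ([…], hTERT), dosed 60 min, then exposed to the DSB inducer NCS for 30 min.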
# KCNH2 3.1 block: inhibitors of human KCNH2 3.1 potassium channel isoform; 340,000 tested, 0.95% active; AID 720553; U2OS KCNH2 3.1, thallium flux FluxOr; stronger effect = lower value; activity change, % (tested at about 1.8 µM);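 active = maximum activity change below -70%; inconclusive = maximum activity change from -70% to -50%; inactive = maximum activity change above -50%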;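 also: thallium influx rate constant from kinetic fluorescence after stimulation buffer; % is scaled to controls: 0 for no effect and ±100 for the full control effect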
#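 Channel expression came from 3.1 mutant virus (1.77 x 10^8 /mL) applied to suspended U2OS cells for 4 h. Flux was tracked with FluxOr dye plus Red40 quencher, and kinetic rate constants normalized to controls.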
# USP2a block: blocks human ubiquitin-specific protease USP2a | USP2 core, Ub-CHOP2 coupled fluorogenic reporter, 485/531 | 330,000 tested, 0.01% active | Potency, µM (titrated, usually from 38.3 µM), without a hit: at the top dose activity change, negative = inhibition, actives largely listed as inhibitors;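 also: potency is read from the fitted curve at half-maximal effect; plate controls were DMSO wells for no effect and full inhibition by NEM control for full effect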
# Target sequence (O75604 whole entry, looked up): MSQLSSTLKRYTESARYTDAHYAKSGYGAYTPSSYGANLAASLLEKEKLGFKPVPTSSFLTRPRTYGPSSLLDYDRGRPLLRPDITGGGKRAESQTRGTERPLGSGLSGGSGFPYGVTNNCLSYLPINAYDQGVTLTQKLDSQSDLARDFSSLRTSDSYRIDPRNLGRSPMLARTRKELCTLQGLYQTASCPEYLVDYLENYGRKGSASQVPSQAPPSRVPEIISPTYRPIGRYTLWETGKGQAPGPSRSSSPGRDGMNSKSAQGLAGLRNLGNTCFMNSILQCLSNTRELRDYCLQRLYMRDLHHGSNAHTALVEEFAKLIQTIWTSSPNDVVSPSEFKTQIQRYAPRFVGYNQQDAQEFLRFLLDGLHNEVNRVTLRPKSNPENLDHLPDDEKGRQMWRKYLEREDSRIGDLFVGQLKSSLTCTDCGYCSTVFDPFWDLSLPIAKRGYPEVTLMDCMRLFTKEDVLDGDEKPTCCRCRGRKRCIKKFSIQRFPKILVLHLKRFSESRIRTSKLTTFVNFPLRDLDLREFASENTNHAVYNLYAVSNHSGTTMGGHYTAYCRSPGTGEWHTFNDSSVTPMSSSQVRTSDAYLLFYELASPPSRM
#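 Deubiquitinase activity read as fluorescence (485/531 nm) after Ub-CHOP2 cleavage activates the enterokinase reporter on its substrate; USP2 core 10nM, Ub-CHOP2 and substrate 25nM each, 30min compound preincubation then 60min RT; data normalized to NEM, curves fitted.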
# Mito fusion yeast: mitochondrial division inhibition or fusion activation; 320,000 tested, 0.23% active; S. cerevisiae fusion-defective mutant growth rescue, CellTiterGlo 48 h; Potency, µM (titrated, usually from 46.1 µM), without a hit: top-dose growth rescue (activation), most hits filed as activators;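 also: potency is read from the fitted curve at half-maximal effect; % of control where 0% means no effect; nearly all actives have a fitted effect of over 45% in size; temperature-sensitive fusion mutants such as fzo1-1 at 37 °C on non-fermentable ethanol glycerol medium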
#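 Read-out: ATP-based luminescence (CellTiterGlo, 10 min ambient) reporting growth of fusion-defective ts yeast after 48 hours at 37C on glycerol/ethanol YPEG medium in the presence of compound.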
# ELG1 DNA repair: blocks ELG1-dependent DNA repair in HEK293T cells; HEK293T ELG1-luciferase reporter, luminescence, 16 h; DNA damage induced by 5-fluorouridine; Potency, µM (doses to about 46.1 µM), inactives show top-dose activity change, negative = inhibition, actives largely listed as inhibitors; 330,000 tested, 2.3% active; AID 504467; also: potency is read from the fitted curve at half-maximal effect; % is scaled to controls: 0 for no effect and ±100 for the full control effect; nearly all actives have a fitted effect of over 55% in size
#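 Reporter activity after DNA damage by 5-fluorouridine is monitored. Compound-treated cells incubate 16 hr at 37 °C, then ONE-Glo is added for 30 min before luminescence reading.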
# TCR act: activators of T cell receptors; primary human leukocytes, anti-CD3, IL-2 HTRF, 48 h; Potency, µM (titrated, usually from 9.22 µM), without a hit: at the top dose activation of IL-2 secretion, hits mostly activators; 330,000 tested, under 10 active; also: % of control where 0% means no effect
#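 Using a-CD3 beads without co-stimulation, primary human leukocytes were exposed to compounds for 48 hr. An HTRF IL-2 kit measured the cytokine, with europium-to-d2 energy transfer producing emission at 665nm upon 320nm excitation.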
# KCNH2 WT inh: KCNH2 (human, wildtype) channel inhibition; Q12809; 340,000 tested, 0.37% active; U2OS, BacMam KCNH2, thallium flux FluxOr; stronger effect = lower value; activity change, % at 1.84 µM;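 active = maximum activity change below -70%; inconclusive = maximum activity change between -70% and -50%; inactive = maximum activity change above -50%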; also: % is scaled to controls: 0 for no effect and ±100 for the full control effect
#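 U2OS cells transduced with wild-type KCNH2 virus are loaded with FluxOr dye for 45 min, and thallium flux is measured in kinetic reads before and after stimulation buffer. Rate constants are normalized to DMSO controls.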
# TRPV1 ag: human TRPV1 agonism; Q8NER1; activation, % at 8.33 µM; TRPV1-expressing cells, Fluo-8 calcium influx, agonist mode; AID 540275; 320,000 tested, 0.19% active; in the data active = activation above about 80%; inconclusive = between about 30% and that limit; also: 0% is about no effect
#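 TRPV1-expressing cells were cultured overnight at 35.5C and loaded with Fluo-8 calcium dye for 40 to 90 min at room temperature. After a 10 s baseline, compound was added and calcium influx was read kinetically for 3 min (ex 480/em 520 nm).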
# Numbers without * were called inactive; u = inconclusive; x = not tested or not shown; & = joins results of further samples; [ ] = another dose, or the depositor's remark. Unless noted, calls follow the shape of the dose curve; as a rule, active = well fitted curve in the direction sought with a large enough effect; inconclusive = small, poorly fitted or top-dose-only effect, or another doubt; inactive = no such curve, though single readings can be large; an effect the other way counts as inactive or inconclusive. A portion of the library, so the mix of outcomes need not match the whole.
SMILES,TSHR antag,Eya2 inh,A-T KAP1 phos,KCNH2 3.1 block,USP2a block,Mito fusion yeast,ELG1 DNA repair,TCR act,KCNH2 WT inh,TRPV1 ag
CN=C1SC(CC(=O)Nc2sc3c(c2C#N)CCCC3)C(=O)N1C (centres undefined),42.8,-1.5%,9.5%,-3.1,-3.9%,-4.3%,u,8.2%[46.1 µM],-4.3,5.5
CCOC(=O)C1CCCN(C(=O)C2CCN(S(=O)(=O)N3CCC4(CC3)OCCO4)CC2)C1 (centres undefined),10.9,14.3%,4.3%,-3.2,1.8%,-0.6%,-1.4%,-32.8%,0.5,-1.1
Cc1ccc(S(=O)(=O)N(C)C)cc1NC(=O)CSc1ccc2c(c1)OCCO2,-1.7,-1.1%,0.8%,0.4,0.1%,-2.5%,-18.4%,-0.6%,-2.6,-1.1
Clc1ccccc1CSc1ncccn1,-8.0,-23.0%,3.7%,-2.5,0.2%,-0.4%,u,0.6%,-9.5,8.1
O=C(NCC1COc2ccccc2O1)c1cccc(S(=O)(=O)N2CCCCC2)c1 (centres undefined),-7.7,10.2%,8.2%,-1.8,0.2%,10.6%,u,-2.0%,1.3,u
C/C(=C1/SC(=S)N(CCC(=O)O)C1=O)c1ccc(O)cc1,-13.6,-6.5%,-7.8%,1.3,-0.9%,-1.7%,-7.0%,-5.1%,3.6,-7.5
O=C(CCSCc1cccc(Cl)c1)NCCc1ccccc1,-9.4,-0.8%,4.2%,-25.4,1.3%,5.9%,6.6%,-0.1%[46.1 µM],0.2,u
Cc1cccc(N(C)S(=O)(=O)c2cc3c(cc2C)n(C)c(=O)c(=O)n3C)c1,-11.3,1.1%,-2.7%,9.4,1.1%,-2.6%,10.9%,0.2%,-3.4,-5.9
COc1ccc(S(=O)(=O)N(CC(=O)Nc2ccc(S(=O)(=O)N3CCOCC3)cc2)c2ccccc2)cc1,-3.9,-6.9%,3.8%,-1.2,-9.9%,-4.7%,u,-7.3%[46.1 µM],2.8,-11.4
CN1CCN(Cc2nc3ccccc3c(=O)n2Cc2nc(-c3ccc4ccccc4c3)cs2)CC1,5.8,-9.0%,-3.2%,-11.5&-47.5,1.5%,-5.1%,13µM*,-0.8%,10.2&5.4,1.3
O=C1CC(N2CCN(c3ccccc3)CC2)C(=O)N1CCc1ccccc1 (centres undefined),-10.3,2.0%,-13.4%,2.6,-1.8%,-2.4%,-9.8%,-4.6%,-3.5,-2.3
NC(=O)c1cc[n+](CC2=C(C(=O)O)N3C(=O)[C@@H](NC(=O)C(c4ccccc4)S(=O)(=O)[O-])[C@H]3SC2)cc1 (some centres undefined),-3.4,-1.0%,-9.8%,7.3,-0.4%,-0.3%,-3.2%,-2.8%,8.1,-1.0
Cc1cc(C(=O)NNC(=S)NCc2ccco2)nn1C,12.4,4.1%,1.9%,16.5,0.0%,-0.1%,8.7%,-6.4%,-2.9,1.8
Cc1nc(Nc2c(Cl)cccc2Cl)sc1C(=O)Nc1ccccc1,5.5,-16.2%,-3.8%,21.9,2.1%,17.8µM*,-16.0%,-3.9%[46.1 µM],2.4,-6.2
Cn1c(N)c(C(=O)CSc2nc3ccccc3n2-c2ccccc2)c(=O)n(C)c1=O,-8.9,14.9%,3.6%,21.9,-0.9%,-1.4%,u,3.4%,6.0,-0.8
O=C(Nc1ccccc1)c1ccc(S(=O)(=O)N2CCOCC2)cc1,12.3,6.6%,-3.7%,-9.3,3.6%,1.5%,5.1%,x,-3.1,u
Cc1nn(CC(=O)NCCc2cccs2)c(=O)c2cc3ccccc3n12,-3.2,-16.9%,10.6%,-12.2,-6.9%,0.5%,0.4%,-0.1%,8.6,-1.4
Cc1cccc(NC(=S)NNC(=O)COc2ccc(Cl)cc2Cl)c1,0.1,-41.3%,-2.4%,12.2,-6.5%,22.4µM*,u,-4.2%[46.1 µM],3.3,0.3
Fc1ccccc1CSc1nnc2ccc(-c3ccncc3)nn12,1.5,12.6%,2.4%,-6.9,0.0%,27.6%,16.4%,-0.9%,6.0,1.5
CCCn1nc(NC(=O)CC)c2cc3cccc(C)c3nc21,-11.2,-15.1%,7.4%,10.2,-2.0%,u,u,-1.3%,10.8,u
CC(=O)Nc1ccc2[nH]c(C)c(CC=C(Cl)Cl)c(=O)c2c1,6.3,5.5%,-4.2%,-1.5,-1.1%,-13.9%,9.0%,4.9%,-0.8,-1.9
CCCC(=O)Nc1ccc(C(=O)NNC(=O)c2cccc([N+](=O)[O-])c2)cc1,7.8,-4.3%,0.4%,-5.3,-2.6%,-2.0%,0.0%,2.1%,0.4,-11.0
COC(=O)c1ccc2c(c1)C(C)(C)C(/C=C/c1ccccc1O)=[N+]2C,20.0,-4.7%,-14.5%,-10.4,-5.1%,-17.8%,6.51µM*,-1.3%,-0.1,3.0
c1ccc2c(c1)CC1(CCCC1)n1nnnc1-2,-11.8,-6.8%,6.3%,19.0,-0.3%,1.2%,-4.3%,2.5%,-7.0,-1.7
O=C(C1CCCN(S(=O)(=O)c2cccs2)C1)N1CCc2ccccc2C1 (centres undefined),-6.8,-2.8%,-6.7%,6.0,-1.5%,8.8%,u,-6.1%,12.5,1.7
COc1ccc(NC(=O)CS(=O)(=O)c2cccc(Cl)c2)cc1,12.9,-1.3%,-15.9%,-5.8,4.3%,-10.5%,4.4%,8.5%,-9.3,11.0
CCC/C(=N/NC(=O)c1csc(C)c1C)c1ccc(Cl)s1,-6.6,-1.0%,7.7%,2.3,-0.7%,1.4%,u,1.5%,0.5,u
CCOc1cc(NC(=S)NCCCN2CCOCC2)c(OCC)cc1NC(=O)c1ccccc1,-0.2,-13.9%,0.1%,-2.3,2.3%,7.0%,2.5%,4.2%,5.4,8.0
C=CCOc1cccc(C2/C(=C(/O)c3ccccc3)C(=O)C(=O)N2CCN2CCOCC2)c1 (centres undefined),2.3,-2.4%,-1.1%,8.2,0.3%,-2.7%,10.5%,4.0%,-5.4,-3.6
CC1CC(C)CN(C(=S)Nc2ccc(SC(F)F)cc2)C1 (centres undefined),-17.3,-6.8%,-0.5%,-2.0,-2.9%,10.5%,-9.3%,-4.4%[46.1 µM],8.2,8.4
O=C1c2ccccc2C(=O)N1Cc1ccccn1,5.9,-4.7%,0.8%,-6.7,-0.6%,3.7%,-16.9%,-1.8%,2.8,6.6
Cc1cc(NS(=O)(=O)c2ccc(NC(=O)/C=C/c3ccc(C)o3)cc2)nc(C)n1,-3.9,7.6%,-3.1%,1.8,4.1%,-3.0%,-4.6%,-9.8%,x,-0.2
CCN(CC)S(=O)(=O)c1ccc(S(=O)(=O)Nc2ccc(C(=O)N3CCCC3)cc2)cc1,8.1,4.3%,-2.0%,-19.2,-1.1%,0.7%,-4.1%,0.6%,0.6,-2.0
CCOC(=O)Cc1cnc(NC(=O)CSc2nc(N)cc(=O)[nH]2)s1,15.2,-5.0%,4.1%,4.2,-0.5%,0.9%,-7.1%,-9.2%,0.0,-2.3
COc1ccc(-c2cc(C(F)(F)F)nc(S(C)(=O)=O)n2)cc1,16.4,-0.6%,x,1.3,u,10.2%,-26.0%,4.2%,-4.2,3.3
CCCCCc1nnc(NC(=O)C2=COCCO2)s1,6.3,7.5%,-1.1%,-14.7,-1.4%,-0.9%,u,0.2%,-7.4,17.8
O=C(c1ccc(Cl)cc1)c1coc2ccc(O)cc12,-16.3,-8.2%,9.6%,5.4,-5.1%,5.6%,u,1.7%,2.3,-4.8
COc1ccc(S(=O)(=O)n2ccnc2)c2cccnc12,6.1,-5.0%,0.5%,-3.0,-1.9%,-0.7%,13.8%,-2.9%,-21.6,-0.1
COc1ccccc1NS(=O)(=O)c1ccc(C)c(C(=O)NCC2CCCO2)c1 (centres undefined),-7.2,1.5%,0.0%,0.7,-0.3%,-0.1%,-7.9%,2.2%,12.4,4.1
C=CCOc1ccc(/C=N/NC(=O)C2CCCC2)cc1OCC,-6.5,5.5%,-2.5%,-1.1,1.6%,-2.1%,4.5%,-1.0%,-25.0,-3.8
CC(C)c1nnc(NC(=O)C2CCN(C(=O)Nc3ccccc3)CC2)s1,-1.6,6.6%,2.0%,6.4,-0.5%,-0.6%,8.8%,1.6%,-5.4,-1.8
CC1CCCC(NC(=O)c2ccc3c(c2)OCO3)C1C (centres undefined),-9.5,12.1%,6.6%,-0.5,-1.1%,12.3%,u,5.3%,-0.7,u
CCn1c(SCC(=O)Nc2nccs2)nnc1-c1ccccn1,1.7,-3.2%,-10.6%,23.3,-0.3%,0.6%,3.5%,2.8%,-2.9,4.1
